Screens deposited in PubChem by National Center for Advancing Translational Sciences (NCATS).
FLuc counter: counter-screen for miR-21 project: firefly luciferase inhibitors or activators; purified FLuc, Km substrates, luminescence inhibition; Potency, µM (top dose mostly 57.5 µM), for inactives: at the top dose activity change, negative = inhibition, hits mostly inhibitors; 6.9% of 360,000 active;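 further: potency means the concentration at half of the fitted maximal effect; plate controls were vehicle for no effect and reference inhibitor for full effect; nearly all actives have a fitted effect of over 55% in size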
Target sequence (P08659 whole entry, looked up): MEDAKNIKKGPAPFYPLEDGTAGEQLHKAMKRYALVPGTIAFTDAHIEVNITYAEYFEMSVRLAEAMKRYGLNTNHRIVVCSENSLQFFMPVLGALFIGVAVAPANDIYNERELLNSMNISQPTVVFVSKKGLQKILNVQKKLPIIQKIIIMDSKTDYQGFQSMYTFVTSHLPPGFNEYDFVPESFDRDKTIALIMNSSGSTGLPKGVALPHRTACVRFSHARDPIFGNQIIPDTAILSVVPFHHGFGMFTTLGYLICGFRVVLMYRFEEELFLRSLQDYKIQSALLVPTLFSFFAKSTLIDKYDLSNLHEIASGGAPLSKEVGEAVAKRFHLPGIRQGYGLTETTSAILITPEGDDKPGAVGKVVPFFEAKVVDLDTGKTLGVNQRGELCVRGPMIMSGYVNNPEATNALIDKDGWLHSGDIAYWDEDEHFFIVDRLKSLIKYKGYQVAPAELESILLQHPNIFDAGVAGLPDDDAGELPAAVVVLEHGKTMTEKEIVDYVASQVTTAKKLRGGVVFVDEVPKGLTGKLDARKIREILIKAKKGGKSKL
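Purified P. pyralis luciferase (10nM final) with 10uM D-luciferin and 10uM ATP (Km levels) in 50mM Tris acetate pH 7.5, 10mM Mg acetate, 0.01% Tween-20, 0.05% BSA; qHTS 6-point titration, ~60 µM downward; luminescence read.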
RORg inh: inhibitors of mouse ROR gamma transcriptional activity; P51450; Drosophila S2 Gal4-RORgamma UAS-luciferase reporter, 20 h; Potency, µM (series often up to 53.6 µM), inactives show top-dose activity change, negative = inhibition, most hits filed as inhibitors; 5.4% of 310,000 active; AID 2551; further: potency means the concentration at half of the fitted maximal effect; on the % scale 0 is the no-effect control and ±100 the full control effect; nearly all actives have a fitted effect of over 60% in size
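Read-out: Photinus luciferase luminescence; inhibitors lower reporter signal. Insect Schneider cells with Gal4-ROR gamma fusion under metallothionein promoter, UAS reporter; 700 uM final copper sulfate induction, 20 hr, ambient temperature.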
ELG1 genotox: inducers of genotoxicity in HEK293T ELG1-luciferase cells; HEK293T ELG1-luciferase reporter, luminescence, 16 h; Potency, µM (doses to about 46 µM), for the others: top-dose activity change, positive = activation, hits mostly activators; 1.3% of 330,000 active; AID 504466; further: potency means the concentration at half of the fitted maximal effect; % of control where 0% means no effect; nearly all actives have a fitted effect of over 60% in size
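Genotoxic stress is detected as increased luminescence from luciferase-tagged ELG1 in HEK293T cells, measured with ONE-Glo after a 16 hr treatment at 37 °C.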
ELG1 DNA repair: ELG1-dependent DNA repair inhibition; HEK293T ELG1-luciferase reporter, luminescence, 16 h; DNA damage induced by 5-fluorouridine; Potency, µM (titrated, usually from 46.1 µM), for the others: at the highest dose activity change, negative = inhibition, usual class: inhibitors; 2.3% of 330,000 active; AID 504467; further: potency means the concentration at half of the fitted maximal effect; on the % scale 0 is the no-effect control and ±100 the full control effect; nearly all actives have a fitted effect of over 55% in size
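Reporter activity after DNA damage by 5-fluorouridine is monitored. Compound-treated cells incubate 16 hr at 37 °C, then ONE-Glo is added for 30 min before luminescence reading.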
Rab9 prom act: activates the Rab9 promoter. Huh7 Rab9 promoter-luciferase reporter, luminescence, 24 h. Potency, µM (titrated, usually from 9.22 µM), without a hit: top-dose activation, negative = inhibition, most hits filed as activators. 2.8% of 320,000 active. AID 485297; further: potency means the concentration at half of the fitted maximal effect; % of control where 0% means no effect; nearly all actives have a fitted effect of over 60% in size
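Steps: seed 1500 Huh7 Rab9-luc cells per well, rest 2 h at 37 °C; add compound in DMSO; incubate 24 h; add luciferase reagent, 10 min ambient; read luminescence.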
Tb PFK inh: inhibitors of T. brucei phosphofructokinase; O15648; T. brucei PFK, ADP-Glo luminescence; Potency, µM (titrated, usually from 57.5 µM), without a hit: at the highest dose activity, negative = inhibition, usual class: inhibitors; 0.17% of 330,000 active;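 further: potency means the concentration at half of the fitted maximal effect; 0% = uninhibited 1x PFK enzyme wells and -100% = no-enzyme wells; nearly all actives have a fitted effect of over 60% in size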
Target sequence (O15648 whole entry, looked up): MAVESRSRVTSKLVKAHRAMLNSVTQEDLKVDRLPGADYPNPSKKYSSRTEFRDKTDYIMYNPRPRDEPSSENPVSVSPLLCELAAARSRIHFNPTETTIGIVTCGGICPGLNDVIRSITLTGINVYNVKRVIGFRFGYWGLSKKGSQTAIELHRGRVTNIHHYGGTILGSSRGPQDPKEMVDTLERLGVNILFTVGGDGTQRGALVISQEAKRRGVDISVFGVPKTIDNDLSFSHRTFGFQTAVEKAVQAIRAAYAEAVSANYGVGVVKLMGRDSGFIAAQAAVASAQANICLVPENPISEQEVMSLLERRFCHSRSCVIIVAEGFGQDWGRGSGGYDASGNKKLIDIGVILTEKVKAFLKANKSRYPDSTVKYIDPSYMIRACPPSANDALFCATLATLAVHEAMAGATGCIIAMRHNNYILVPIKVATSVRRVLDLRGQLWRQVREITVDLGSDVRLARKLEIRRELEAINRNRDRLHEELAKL
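In TEA buffer at pH 8.0 with 5 mM MgCl2, enzyme (1.25 nM) converted F6P (0.5 mM) and ATP (0.1 mM) for 45 min at room temperature. ADP product was read by luciferase luminescence.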
p53 reactivation: mutant p53 re-activation in reporter cells | H1299 p53-A138V BP100-luciferase reporter, luminescence, 24 h | Potency, µM (doses to about 92.2 µM), for the others: top-dose activity change, positive = activation, hits mostly activators | 0.063% of 320,000 active; further: potency means the concentration at half of the fitted maximal effect; % of control where 0% means no effect; nearly all actives have a fitted effect of over 45% in size
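H1299 (p53-null), stable ts p53-A138V + BP100-Luc; 1000 cells/well, Opti-MEM/10% FBS; cpd 4 pt, 1:5; 24 h, 37 deg C, 5% CO2; detection reagent 10 min RT; luminescence.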
VP16 counter: inhibits Gal4-VP16 luciferase reporter, ROR gamma counter-screen; Drosophila S2 Gal4-VP16 UAS-luciferase, luminescence, 20 h; Potency, µM (highest dose often 53.6 µM), for the others: at the top dose activity, negative = inhibition, hits mostly inhibitors; 3.5% of 310,000 active;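 further: Gal4-VP16 expression switched on by copper sulfate through the metallothionein promoter; potency means the concentration at half of the fitted maximal effect; on the % scale 0 is the no-effect control and ±100 the full control effect; nearly all actives have a fitted effect of over 50% in size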
TRPV1 ag: activates the human vanilloid receptor TRPV1 | TRPV1-expressing cells, Fluo-8 calcium influx, agonist mode | Q8NER1 | activation, % at 8.33 µM | 0.19% of 320,000 active; in the data active means activation above about 80%; inconclusive means between about 30% and that limit; further: 0% is about no effect
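Cells expressing TRPV1 were dye-loaded with Fluo-8 and read kinetically: 10 s baseline, 3 min after compound (agonist portion), then 2 min after EC20 capsaicin (allosteric enhancer portion). Calcium-bound dye fluorescence at 480/520 nm.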
NPC1 promoter act: NPC1 promoter activation; 2.4% of 320,000 active; AID 485313; Potency, µM (titrated, usually from 9.22 µM), for the others: at the highest dose activation, actives largely listed as activators; Huh7 NPC1 promoter luciferase reporter, 24 h;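 further: potency means the concentration at half of the fitted maximal effect; % of control where 0% means no effect; nearly all actives have a fitted effect of over 60% in size; reporter is driven by a mutant NPC1 promoter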
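Luminescence from an NPC1 promoter-driven luciferase reporter in stably transfected Huh7 cells was measured after 24 h compound treatment at 37 °C, followed by 10 min ambient incubation with luciferase detection reagent.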
BRCA1 expr up: activators of BRCA1 expression; MCF7-BRCA1-FFLuc reporter, luminescence, 48 h; response scale: scaled: vehicle 0%, 10 µM genistein 100%; 1.1% of 380,000 active; Potency, µM (top dose mostly 46.1 µM), for the others: top-dose activation, hits mostly activators; further: potency means the concentration at half of the fitted maximal effect; nearly all actives have a fitted effect of over 80% in size; some results filed as inactive show a strong effect at the top dose
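Cells: MCF7-BRCA1-FFLuc, 2000/well. Exposure: 48 h, 37 °C, 5% CO2. Read: luminescence, 15 min post-substrate. Controls: genistein 10 microM (maximal activation), DMSO (neutral).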
* hit, by the source's call; [ ] = another dose, or the depositor's remark. Unless noted, the call rests on the fitted dose curve; in most records, active means well fitted curve in the direction sought with a large enough effect; inconclusive means small, poorly fitted or top-dose-only effect, or another doubt; inactive means no such curve, though single readings can be large; an effect the other way counts as inactive or inconclusive.

What do the screens show for `CN1CCN(NS(=O)(=O)c2ccc(Cl)cc2)CC1`?
FLuc counter: 3%; RORg inh: -37%; ELG1 genotox: 1%; ELG1 DNA repair: -4%; Rab9 prom act: -1%; Tb PFK inh: 0%; p53 reactivation: 2%; VP16 counter: 3%; TRPV1 ag: -1; NPC1 promoter act: -6%; BRCA1 expr up: 7%

Results for Cc1cccc(/C=N\Nc2cn[nH]c(=O)c2Cl)c1 ?
FLuc counter: inconclusive; RORg inh: 1%; ELG1 genotox: inconclusive; ELG1 DNA repair: inconclusive; Rab9 prom act: 21%; Tb PFK inh: -2%; p53 reactivation: -2%; VP16 counter: 16%; TRPV1 ag: -1; NPC1 promoter act: 0%; BRCA1 expr up: 18%

What do the screens show for `O=C(CCCSc1nc2ccccc2c(=O)[nH]1)c1ccc(F)cc1`?
FLuc counter: inconclusive; RORg inh: -8%; ELG1 genotox: -2%; ELG1 DNA repair: -16%; Rab9 prom act: -1%; Tb PFK inh: 1%; p53 reactivation: 2%; VP16 counter: 18%; TRPV1 ag: 3; NPC1 promoter act: -4%; BRCA1 expr up: 1%

How did NC(=O)C1(c2ccccc2)CCCN1C(=O)c1ccc(Br)cc1 (centres undefined) do in these assays?
FLuc counter: -10%; RORg inh: 7%; ELG1 genotox: -4%; ELG1 DNA repair: -10%; Rab9 prom act: 19%; Tb PFK inh: 4%; p53 reactivation: 1%; VP16 counter: -6%; TRPV1 ag: 0; NPC1 promoter act: -8%; BRCA1 expr up: -8%

How did COc1ccc(C2(c3ccc(OC)cc3)NC(=O)N(CC(=O)Nc3ccc(OC(F)F)cc3)C2=O)cc1 do in these assays?
FLuc counter: -2%; RORg inh: 38%; ELG1 genotox: -18%; ELG1 DNA repair: inconclusive; Rab9 prom act: -1%; Tb PFK inh: 1%; p53 reactivation: 1%; VP16 counter: -12%; TRPV1 ag: -6; NPC1 promoter act: 0%; BRCA1 expr up: -80%

What do the screens show for `O=C(CCNC(=O)C1CCN(S(=O)(=O)c2ccc(F)cc2)CC1)NCc1ccccc1Cl`?
FLuc counter: 2%; RORg inh: 12%; ELG1 genotox: -1%; ELG1 DNA repair: 7%; Rab9 prom act: -2%; Tb PFK inh: 0%; p53 reactivation: -2%; VP16 counter: -2%; TRPV1 ag: 0; NPC1 promoter act: -9%; BRCA1 expr up: -1%

Results for COc1ccc(/C=C2\SC(N)=NC2=O)cc1Br ?
FLuc counter: inconclusive; RORg inh: 0%[1.91 µM]; ELG1 genotox: 29%; ELG1 DNA repair: inconclusive; Rab9 prom act: 13%; Tb PFK inh: -2%; p53 reactivation: 3%; VP16 counter: -11%; TRPV1 ag: 2; NPC1 promoter act: 5%; BRCA1 expr up: -6%

Results for O=C(Nc1ccc(N2CCCC2)cc1)c1cc(Cl)ccc1Cl ?
FLuc counter: -3%; RORg inh: -16%[1.91 µM]; ELG1 genotox: 9%; ELG1 DNA repair: -1%; Rab9 prom act: 1%; Tb PFK inh: 4%; VP16 counter: 4%; TRPV1 ag: 29; NPC1 promoter act: -18%; BRCA1 expr up: 3%

Results for CCc1cc(C(=O)Nc2cc(Cl)ccc2N2CCN(C)CC2)sc1C ?
FLuc counter: -2%; ELG1 genotox: 0%; ELG1 DNA repair: 1%; Rab9 prom act: -1%; Tb PFK inh: 1%; p53 reactivation: -2%; TRPV1 ag: -1; NPC1 promoter act: -5%; BRCA1 expr up: -2%

How did Cc1ccccc1OCCn1c(=S)[nH]c2ccccc21 do in these assays?
FLuc counter: 2%; RORg inh: 2.5µM*; ELG1 genotox: -1%; ELG1 DNA repair: -9%; Rab9 prom act: 6%; Tb PFK inh: -5%; p53 reactivation: -53%[inhibitor]; VP16 counter: 4.5µM*; TRPV1 ag: 24; NPC1 promoter act: -6%; BRCA1 expr up: -12%

How did Cc1c(NC(=O)C2(c3ccc(Cl)cc3)CCCC2)c(=O)n(-c2ccccc2)n1C do in these assays?
FLuc counter: 0%; RORg inh: 3%; ELG1 genotox: -9%; ELG1 DNA repair: -5%; Rab9 prom act: -2%; Tb PFK inh: -5%; p53 reactivation: -3%; VP16 counter: 9%; TRPV1 ag: -2; NPC1 promoter act: -1%; BRCA1 expr up: -1%[1.84 µM]

Results for COc1ccc(C(C)=O)cc1CN1C(=O)NC2(CCCCCCC2)C1=O ?
FLuc counter: 4%; RORg inh: 1%; ELG1 genotox: -2%; ELG1 DNA repair: 6%; Rab9 prom act: -2%; Tb PFK inh: -2%; p53 reactivation: 5%; VP16 counter: 6%; TRPV1 ag: 10; NPC1 promoter act: 0%; BRCA1 expr up: 1%

Results for CN(c1ncc(C(F)(F)F)cc1Cl)N1C(=O)c2cccc([N+](=O)[O-])c2C1=O ?
FLuc counter: 2%; RORg inh: -19%; ELG1 genotox: 2%; ELG1 DNA repair: 11%; Rab9 prom act: -3%; Tb PFK inh: 5%; p53 reactivation: 1%; VP16 counter: -4%; TRPV1 ag: 7; NPC1 promoter act: -1%; BRCA1 expr up: -4%

Results for Nc1cc(S(=O)(=O)N2CCOCC2)ccc1N1CCOCC1 ?
ELG1 genotox: 1%; ELG1 DNA repair: 9%; Tb PFK inh: 7%; p53 reactivation: 1%; BRCA1 expr up: 13%

How did O=C1COc2ccc(C(=O)COc3ccc([N+](=O)[O-])cc3)cc2N1 do in these assays?
FLuc counter: -2%; RORg inh: 8%; ELG1 genotox: 1%; ELG1 DNA repair: 13%; Rab9 prom act: -3%; Tb PFK inh: 0%; p53 reactivation: -4%; VP16 counter: -5%; TRPV1 ag: 6; NPC1 promoter act: 0%; BRCA1 expr up: -3%

Results for O=C(NCc1ccccc1)C(c1ccc(F)cc1)N(C(=O)c1csnn1)C1CC1 (centres undefined) ?
FLuc counter: 1%; RORg inh: 19%; ELG1 genotox: 1%; ELG1 DNA repair: 8%; Rab9 prom act: 1%; Tb PFK inh: 1%; p53 reactivation: -2%; VP16 counter: -4%; TRPV1 ag: -2; NPC1 promoter act: 1%; BRCA1 expr up: -20%

What do the screens show for `CCOC(=O)Cn1c(-c2nonc2NC(=O)c2ccccc2F)nc2ccccc21`?
FLuc counter: 2%; RORg inh: -14%; ELG1 genotox: 7%; ELG1 DNA repair: inconclusive; Rab9 prom act: 20%; Tb PFK inh: -2%; p53 reactivation: 2%; VP16 counter: -13%; TRPV1 ag: -5; NPC1 promoter act: -10%; BRCA1 expr up: -16%

Results for COc1ccc(Cl)cc1N1CCN(CCNC(=O)Nc2ccccc2C)CC1 ?
FLuc counter: 2%; RORg inh: 14%; ELG1 genotox: 3%; ELG1 DNA repair: -7%; Rab9 prom act: -2%; Tb PFK inh: 7%; p53 reactivation: -13%; VP16 counter: -1%; TRPV1 ag: 0; NPC1 promoter act: -4%; BRCA1 expr up: -56%

What do the screens show for `CC(C)(C)C(=O)CC1(O)C(=O)N(Cc2ccc(Cl)cc2)c2ccccc21` (centres undefined)?
FLuc counter: 0%; RORg inh: 3%; ELG1 genotox: -2%; ELG1 DNA repair: -17%; Rab9 prom act: 0%; Tb PFK inh: -2%; p53 reactivation: -2%; VP16 counter: 2%; TRPV1 ag: 5; NPC1 promoter act: -1%; BRCA1 expr up: -17%

Results for Cc1n[nH]c(=O)n1-c1ccc(C(C)C)cc1 ?
FLuc counter: -3%; RORg inh: 0%; ELG1 genotox: 2%; ELG1 DNA repair: 8%; Rab9 prom act: 14%; Tb PFK inh: -4%; p53 reactivation: -4%; VP16 counter: 7%; TRPV1 ag: -3; NPC1 promoter act: -5%; BRCA1 expr up: -5%

How did CCCCN(C)Cc1c(C(=O)N2CCc3ccccc3C2)nc2ccc(Cl)cn12 do in these assays?
FLuc counter: 0%; RORg inh: -1%; ELG1 genotox: -7%; ELG1 DNA repair: 2%; Rab9 prom act: -6%; Tb PFK inh: -1%; p53 reactivation: -1%; VP16 counter: 1%; TRPV1 ag: inconclusive; NPC1 promoter act: -6%; BRCA1 expr up: -20%

How did O=C(O)c1ccccc1C(=O)OCCc1cc2ccccc2c(=O)o1 do in these assays?
FLuc counter: inconclusive; ELG1 genotox: 1%; ELG1 DNA repair: inconclusive; Rab9 prom act: -3%; Tb PFK inh: 21%; p53 reactivation: 19%; TRPV1 ag: -1; NPC1 promoter act: 11%; BRCA1 expr up: 23%

What do the screens show for `CCc1noc(C)c1C(=O)Nc1ccccc1N1CCOCC1`?
FLuc counter: 6%; ELG1 genotox: 9%; ELG1 DNA repair: 11%; Rab9 prom act: -5%; Tb PFK inh: -1%; p53 reactivation: -3%; TRPV1 ag: 7; NPC1 promoter act: -3%; BRCA1 expr up: -1%
